Wnt bcat act = Wnt/beta-catenin pathway activators, primary screen, cell-based, plate reader, single point. activation, % at 9.35 µM. AID 743398, 2014. Wnt/beta-catenin reporter cell assay, activator. 300,000 compounds, 1.2% hits; in the data active = activation above about 30%, passing the limit was not always enough; inconclusive = no clear call, values can overlap the other calls;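 note: 0% = neutral control wells and 100% = positive control wells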
cardiac RTF act = cardiac RTF calcium sensitivity activators, primary screen, biochemical, IANBD-TnC fluorescence, EC20 calcium. 340,000 compounds, 0.24% hits. activation, % at 7.2 µM. Troponin I, cardiac muscle (Homo sapiens) + Troponin T, cardiac muscle (Homo sapiens) + …. IANBD-labeled TnC RTF fluorescence at EC20 calcium; 0% EC20 calcium, 100% full calcium;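 active = activation above the mean over all tested compounds plus 3 SD, cut at about 30% in these data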;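 note: rise in fluorescence read as greater calcium sensitivity of cardiac thin filaments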
CDK5 inh = inhibitors of human CDK5/p35 kinase, primary screen, biochemical, single concentration | Recombinant CDK5/p35, ADP-Glo luminescence, 60 min | inhibition, % at 10 µM | AID 488839, 2010 | 330,000 compounds, 0.01% hits | Cyclin-dependent kinase 5 (Homo sapiens) + Cyclin-dependent kinase 5 activator 1 (Homo …;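 active = highest replicate inhibition of at least 50% and at least 75% of replicates reaching 50%; inconclusive = only one of the two criteria met; inactive = both criteria failed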;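 note: plate controls were DMSO neutral control for no effect and GW8510 at 10 µM for full effect; many of its hits are not listed in these tables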
Rtt109 Vps75 = inhibitors of C. albicans Rtt109/Vps75 HAT, primary screen, biochemical, ThioGlo CoA-SH fluorescence, plate reader; 330,000 compounds, 0.16% hits; inhibition, % at 34.9 µM; Histone acetyltransferase RTT109 (Candida albicans (strain SC5314 / ATCC MYA-2876)), …; purified Rtt109/Vps75, 4 h; AID 540336, 2011;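 active = inhibition of at least 50% in every replicate; inconclusive = best replicate reaches 50% inhibition but some replicates fall short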
Target sequence (Q5AAJ8 whole entry, looked up): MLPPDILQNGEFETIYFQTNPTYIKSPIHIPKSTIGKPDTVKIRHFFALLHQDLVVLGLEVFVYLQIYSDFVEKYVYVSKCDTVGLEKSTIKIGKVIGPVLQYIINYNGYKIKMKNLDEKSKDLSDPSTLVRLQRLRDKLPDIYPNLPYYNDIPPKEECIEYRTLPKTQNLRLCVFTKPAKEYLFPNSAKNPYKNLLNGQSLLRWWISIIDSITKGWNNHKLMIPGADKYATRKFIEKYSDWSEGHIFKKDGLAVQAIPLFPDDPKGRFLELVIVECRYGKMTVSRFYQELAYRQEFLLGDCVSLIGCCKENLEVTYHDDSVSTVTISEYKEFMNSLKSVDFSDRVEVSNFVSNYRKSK
SR-BI DiI inh = inhibitors of SR-BI mediated HDL lipid uptake, primary screen, ldlA[mSR-BI] cells, fluorescence, single point. ldlA[mSR-BI] CHO cells, DiI-HDL uptake fluorescence, 3 h. Scavenger receptor class B member 1 (Mus musculus), Q61009. inhibition, % at 12.5 µM. 320,000 compounds, 0.96% hits;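 active = mean replicate inhibition of at least 70% and a set share of replicates each scoring 70 or more; inconclusive = meets just one of the two criteria; inactive = fails both criteria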;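 note: 0% = median of neutral control wells and 100% = median of positive control wells; values of inactives mirror those of a sister screen read the other way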
dFosB activator = activators of delta FosB homodimer, primary screen, biochemical, fluorescence polarization, TAMRA-CDK5 oligo, single point. 340,000 compounds, 0.99% hits. purified delta FosB; percent of positive-control signal above neutral wells. activation, % at 25 µM;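 active = mean activation above about 17%, with every replicate also reaching it, limit read from the data, passing the limit was not always enough; inconclusive = only one of the two conditions met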;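 note: fluorescence polarization rise as delta FosB binds a TAMRA Cdk5 AP-1 oligo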
Target sequence (P13346 whole entry, looked up): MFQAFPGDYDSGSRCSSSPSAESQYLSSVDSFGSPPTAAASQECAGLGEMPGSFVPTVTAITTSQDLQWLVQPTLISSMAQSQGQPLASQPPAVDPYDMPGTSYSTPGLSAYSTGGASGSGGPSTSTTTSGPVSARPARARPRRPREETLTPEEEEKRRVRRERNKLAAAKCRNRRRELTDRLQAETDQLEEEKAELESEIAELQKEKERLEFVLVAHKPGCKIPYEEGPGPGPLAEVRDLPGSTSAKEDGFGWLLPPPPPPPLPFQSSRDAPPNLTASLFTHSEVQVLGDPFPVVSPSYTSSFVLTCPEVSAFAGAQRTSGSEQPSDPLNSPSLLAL
HTR5A ag = HTR5A agonists in luminescence cell assay, primary screen, counter-screen for OPRM1-OPRD1 heterodimer agonist project, full-deck HTS | cell-based | 340,000 compounds, 0.61% hits | activation, % at 9.3 µM; in the data active = activation mostly above about 9.5%, no sharp cut-off; inactive = mostly below about 7.6%;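 note: 0% = cells with vehicle only and 100% = reference agonist; strong numbers were not always called active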
Target sequence (P47898 whole entry, looked up): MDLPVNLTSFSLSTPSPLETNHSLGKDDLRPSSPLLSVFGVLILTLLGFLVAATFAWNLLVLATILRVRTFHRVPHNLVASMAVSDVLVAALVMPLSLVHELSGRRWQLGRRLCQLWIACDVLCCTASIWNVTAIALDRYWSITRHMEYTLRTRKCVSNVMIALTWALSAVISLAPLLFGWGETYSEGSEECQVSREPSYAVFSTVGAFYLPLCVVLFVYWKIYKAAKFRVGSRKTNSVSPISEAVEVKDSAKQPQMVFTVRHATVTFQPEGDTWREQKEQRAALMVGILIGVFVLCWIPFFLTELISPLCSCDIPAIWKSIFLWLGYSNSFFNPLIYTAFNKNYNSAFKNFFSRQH
SR-BI uptake up = activators of SR-BI mediated DiI-HDL uptake, primary screen, ldlA[mSR-BI] CHO cells, DiI fluorescence. 3 h; 100 = double the neutral-control signal. activation, % at 12.5 µM. 320,000 compounds, 0.096% hits. AID 504775, 2011;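 active = mean replicate activation of at least 60% and every replicate at or above 60%; inconclusive = mean or all-replicate condition met, but not both; inactive = mean below 60% and not all replicates reaching 60%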;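 note: 0% = median plate neutral-control signal and 100% = twice that signal; values of inactives mirror those of a sister screen read the other way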
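system = CHO ldlA[mSR-BI] cells, LDL receptor-null, SR-BI overexpressing | medium = Ham's F12 with 0.5% BSA, HEPES 25 mM, pH 7.4 | probe or stimulus = DiI-HDL 10 µg/mL | compound dosing = single-point compound dose | incubation = compound exposure 3 h, 37 °C | technique = DiI fluorescence, bottom read | read-out = cell-associated DiI fluorescence as measure of HDL uptake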
MITF TRPM1 HTS = activators of MITF-driven TRPM1 promoter reporter, primary screen, cell-based, SK-MEL-5, luciferase, single point | SK-MEL-5 TRPM1-promoter luciferase, 24 h; % of positive control, neutral wells = 0 | activation, % at 12.5 µM | 300,000 compounds, 0.75% hits | AID 588334, 2011;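 active = mean activation of at least 80% with every replicate also reaching 80%; inconclusive = mean reaches 80% but some replicate falls short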;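 note: 0% = neutral control wells and 100% = parthenolide positive control wells; values of inactives mirror those of a sister screen read the other way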
PvdQ acylase = P. aeruginosa PvdQ acylase inhibitors, primary screen, biochemical, fluorescence, plate reader and imaging, single point | inhibition, % at 10 µM | purified PvdQ acylase | 340,000 compounds, 0.063% hits | AID 488965, 2010; in the data active = inhibition above about 30%, passing the limit was not always enough; inconclusive = no clear call, values can overlap the other calls;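 note: 0% = vehicle neutral wells and 100% = reference inhibitor wells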
Active calls of the source: *; ? = inconclusive; nt = not tested or not shown.

SMILES	Wnt bcat act	cardiac RTF act	CDK5 inh	Rtt109 Vps75	SR-BI DiI inh	dFosB activator	HTR5A ag	SR-BI uptake up	MITF TRPM1 HTS	PvdQ acylase
CC(C)C(=O)Nc1ccccc1N1CCN(C(=O)c2ccccc2)CC1	1	0	-0.5	3	25	-7	5	-25	nt	-8
CCN(CC)c1ccc(CNc2nc3ccccc3n2CCN2CCCCC2)cc1	-2	-2	-1.3	3	4	-3	nt	-4	2	-4
CC(=O)c1ccc(NC(=O)C2CC(=O)N(C(C)C)C2)cc1 (stereo not given)	0	1	-1.6	-2	-13	-4	2	13	-1	-7
COc1ccc(N2CCN(C(=O)CCNS(=O)(=O)c3ccccc3)CC2)cc1	-8	-4	-0.8	-3	-12	-8	2	12	-10	7
O=C(Nc1ccccc1)c1sc(Cl)nc1-c1ccccc1	-2	0	nt	-2	14	-7	4	-14	-10	1
COc1ccc(CCNc2c(C=O)c(=O)[nH]c3ccccc23)cc1OC	0	-2	-0.1	-1	0	-1	-3	0	-2	1
COc1cc2[nH]c(=S)n(Cc3ccc(F)cc3)c(=O)c2cc1OC	-1	4	2.9	-1	7	?	3	-7	0	5
COc1ccccc1OCc1ccc(C(=O)N2N=C(C(F)F)CC2(O)C(F)F)o1 (stereo not given)	nt	0	-0.7	5	28	-11	-4	-28	12	1
CN(C)c1ccc(NC(=O)CSc2nnc(C3CCCCC3)n2N)cc1	2	-1	0.8	1	-4	-6	2	4	9	-6
O=[N+]([O-])c1ccc(C2CC(c3ccccc3)=Nc3ccccc3S2)cc1 (stereo not given)	9	2	-0.1	-11	8	-6	2	-8	18	-8
CC(=O)c1cc(OC(=O)N2CCOCC2)ccc1OC(=O)N1CCOCC1	nt	0	-0.6	-6	-19	-2	-1	19	nt	-10
O=C1CC(c2ccco2)CC(O)=C1C=Nc1ccc(Br)cc1 (stereo not given)	nt	2	0.0	3	-23	-1	3	23	2	7
CCCn1c(=O)c2ccccc2n2c(SCc3nnc(-c4ccccc4Br)o3)nnc12	-4	2	-2.0	1	-9	-6	0	9	-6	-6
CCC(C)[C@H]1CN=C(N)N1CCc1cccc2ccccc12 (stereo not given in full)	-4	4	0.6	5	-6	-3	2	6	1	-10
CC(C)C(=O)N1N=C2CCCCC2C1(O)C(F)(F)F (stereo not given)	-1	6	-0.2	24	-12	3	9	12	3	5
Clc1ccc(/C=N/Nc2nnc(Cl)c3ccccc23)cc1	11	-5	-1.3	nt	25	-6	10	-25	39	-8
COc1ccc(CCNC(=O)c2ccc(OCC(=O)N3CCOCC3)c(OC)c2)cc1	-3	-6	-2.6	-10	-2	-1	-4	2	-1	-4
Cc1snc(SCc2c(F)cccc2Cl)c1C#N	0	-6	-1.7	10	13	4	0	-13	12	2
O=S(=O)(NCCN1CCOCC1)c1ccc2c(c1)OCCO2	1	-1	0.8	-9	-17	-5	0	17	4	5
Cc1ccc(S(=O)(=O)NCC(=O)Nc2cccnc2)cc1C	2	0	-0.1	-9	-22	0	3	22	-6	-1
Nc1ncnc2c1ncn2[C@@H]1O[C@H](CNS(=O)(=O)c2cc3ccccc3s2)[C@@H](O)[C@H]1O	-1	-8	0.8	-1	-13	-6	-1	13	-2	-3
COCCCNC(=O)c1cc(=O)n(Cc2ccc(Cl)cc2)c2ccccc12	-2	3	-2.3	2	10	-2	0	-10	-8	-19
O=C(Nc1ccn(CCCNCC2CCCO2)c(=O)n1)OCc1ccccc1 (stereo not given)	-2	-2	0.6	1	-6	-7	4	6	-1	-16
CN(CCO)c1nc(N)c2c(N)nc3c(c2c1C#N)CC(=O)N3Cc1cccs1	-2	-1	-0.6	nt	4	-11	5	-4	-4	-16
COc1ccc(F)cc1S(=O)(=O)N1CCN(c2ccccn2)CC1	-1	0	-1.2	-2	1	3	0	-1	nt	1
O=C(CNc1cccc2ccccc12)N/N=C/c1ccc(C(=O)O)cc1	-1	0	0.9	7	nt	-1	-2	nt	-10	9
Cc1nn(-c2ccccc2)c2sc(C(=O)n3cccn3)cc12	nt	0	-0.4	-9	0	-13	2	0	2	-5
Cc1c(NC(=S)NC(=O)c2ccco2)c(=O)n(-c2ccccc2)n1C	0	-3	0.9	10	-16	-3	1	16	16	17
O=C1CN=C(Nc2ccccc2Cl)N1Cc1ccc2c(c1)OCO2	1	4	-0.2	15	-18	-4	0	18	nt	5
O=C(CCSCCC(=O)NN=Cc1cccc(Cl)c1)NN=Cc1cccc(Cl)c1	-6	1	2.0	0	53	-13	0	-53	1	-5
CN(C(=O)COC(=O)c1cc(S(=O)(=O)N2CCCCC2)ccc1Cl)c1ccccc1	-4	-1	-3.9	0	72*	-6	0	-72	0	-9
S=c1[nH]nc(-c2cccnc2)n1/N=C/c1cccs1	nt	-2	1.3	0	-30	0	-3	30	nt	-8
N=C1C(c2nc3ccccc3[nH]2)=C(O)CN1c1ccc(CC(=O)O)cc1	nt	10	-1.0	0	-7	-9	-1	7	-3	11
COc1cccc(-n2nc(C(C)=O)c(C#N)c2-c2ccco2)c1	-3	2	-6.5	-1	3	0	2	-3	-9	1
Cn1c(=O)oc2cc(S(=O)(=O)N3CCC(C(=O)NCc4ccccc4Cl)CC3)ccc21	-5	-1	-0.1	-6	-2	3	5	2	-10	-16
CCCCN(C)C(=O)Cc1c(OC)ccc2cc(Br)ccc12	0	3	0.6	-1	48	-5	5	-48	-1	-6
CN(c1cccc(NC(=O)CN(c2ccc(F)cc2)S(C)(=O)=O)c1)S(C)(=O)=O	0	4	1.5	4	-11	-8	7	11	10	7
O=C(O)C1CC=CCC1C(=O)NCc1cn2ccccc2n1 (stereo not given)	2	0	1.1	5	-22	-1	1	22	3	6
COc1cccc(NC(=O)Cn2c(=O)n(CCCC(=O)NCc3ccco3)c(=O)c3ccccc32)c1	nt	2	-0.1	4	-118	-10	-4	?	-1	-4
COc1ccc(/C=C(\NC(=O)c2ccccc2Cl)C(=O)NCCCC(=O)O)cc1	-1	1	-1.4	0	-12	-2	6	12	-5	-14
CCCCn1cnc2c(=S)nc(N)[nH]c21	-1	3	3.0	26	-20	-1	-1	20	0	-11
COCC(=O)Nc1cccc(-c2ccc3nncn3n2)c1	-2	3	0.2	0	-3	-15	7	3	-5	-7
COc1ccc(NS(=O)(=O)c2ccc3c(c2)CCO3)cc1	2	1	0.5	-8	-12	8	3	12	nt	-1
Cc1ccc2nsnc2c1S(=O)(=O)N1CCN(C)CC1	-2	-5	-0.1	-5	nt	0	-7	nt	-5	-13
CC(C)[C@@H]1CC[C@@H](C)c2c(-c3ccccc3)n[nH]c21	nt	-7	-0.9	11	40	6	-1	-40	-2	16
CN1C(C(=O)NCc2ccccc2)CC2Cn3c(nc4cc(Cl)c(Cl)cc43)C21 (stereo not given)	-7	-2	0.2	8	-17	-8	5	17	-7	-12
O=C(O)c1ccc(NC(=S)NC(=O)c2ccc(-c3ccc(Br)cc3)o2)cc1	6	5	-1.8	0	3	1	4	-3	11	-8
COc1cccc(CNC(=O)CSc2ccc(-c3ccco3)nn2)c1	-4	-1	-0.1	-3	-11	-4	4	11	-2	1
COC(=O)COc1ccc2occ(C(C)=O)c2c1	-1	5	1.2	nt	-1	-5	6	1	-3	1
CC(/C=C/c1ccco1)=N\NC(=O)CNc1cccc(C)c1	0	4	-0.5	16	-30	2	0	30	-4	0
O=C1C2C3C=CC([C@@H]2C(=O)N1c1nccs1)C31CC1 (stereo not given in full)	0	-1	1.5	0	-23	-3	0	23	-2	-20
O=C(NCc1ccc(F)cc1)C1CCCN1C(=O)Nc1ccc(F)cc1 (stereo not given)	-1	-5	0.9	-6	-12	-9	0	12	-5	-10
CC(C)(C)c1ccc(-c2n[nH]c(=S)n2CC2CCCO2)cc1 (stereo not given)	3	19	-5.7	-1	19	-12	-2	-19	3	-13
CSC1=NC2(CCCCC2)C2=C(CCCC2)N1	-2	1	-1.2	1	-2	5	-2	2	-3	-15
Cc1ccc(N(C)S(=O)(=O)c2cccc(C(=O)OCC(=O)N3CCCC(C)C3)c2)cc1 (stereo not given)	0	-6	0.2	3	-1	-5	3	1	-2	-9
C[C@]12c3[nH]c4cc(-c5ccco5)ccc4c3CCN1C(=O)[C@@H](CC(=O)NCCc1ccccn1)C[C@@H]2C(=O)N1CCOCC1	-2	4	-0.6	3	-3	-11	-2	3	1	-24
Cc1ccc(NC(=O)c2cc(S(=O)(=O)N3CCCCC3)c[nH]2)cc1F	1	8	2.3	-4	-6	-9	9	6	10	6
CC(C)n1c(SCC(=O)N2CCCC2)nc2c1c(=O)n(C)c(=O)n2C	nt	0	-0.5	-7	-10	1	-3	10	-1	7
COc1ccccc1Oc1ccc(N2CC(C(=O)OCC(=O)c3ccc(F)cc3)CC2=O)cc1 (stereo not given)	1	-1	-1.6	2	41	6	-3	nt	-1	-4
N/C(=N\OC(=O)c1csnn1)c1ccc(C(F)(F)F)cc1	4	5	0.6	-19	-11	-16	-2	11	nt	-5

Next compounds:
SMILES	Wnt bcat act	cardiac RTF act	CDK5 inh	Rtt109 Vps75	SR-BI DiI inh	dFosB activator	HTR5A ag	SR-BI uptake up	MITF TRPM1 HTS	PvdQ acylase
CCCCCCCCCOC(=O)C(CC(=O)O)N1CCOCC1 (stereo not given)	nt	-5	-0.4	-4	-2	-4	-4	2	10	-12
COc1ccc(C(=O)Nc2ccccc2-c2nnn(CC(=O)Nc3ccc4c(c3)OCCO4)n2)cc1	-2	4	1.5	-3	38	33*	5	-38	-1	-17
Cc1nc2ccc(S(=O)(=O)NCC(=O)N3CCOCC3)cc2s1	nt	-3	-0.6	5	-25	-3	-2	25	-9	5
COc1ccc(S(=O)(=O)N2CCc3ccccc32)cc1C(=O)NCCc1ccccn1	-2	2	1.1	11	18	-11	-2	-18	11	1
CC1CCCCC12NC(=O)N(Cn1nnc3ccccc3c1=O)C2=O (stereo not given)	-3	-7	-0.2	1	-10	1	2	10	nt	-3
CNCCOc1nc(N2CCOCC2)nc(C)c1[N+](=O)[O-]	-3	-7	0.1	nt	10	1	-1	-10	2	4
